Bioassay records deposited in PubChem by National Center for Advancing Translational Sciences (NCATS).
GRP78 ERSR act: qHTS for Inducers of the Endoplasmic Reticulum Stress Response (ERSR) in Human Glioma: qHTS; 420,000 tested, 0.02% active; Potency, µM, for inactives: top-dose activation, hits mostly activators; U87-MG GRP78 promoter luciferase reporter, 16 h; active = well fitted activation curve with a large enough effect; inconclusive = small, poorly fitted or top-dose-only effect; inactive = no such curve, though single readings can be large or run the other way; also: series mostly up to about 76 µM; % of control where 0% means no effect; nearly all actives have a fitted effect of over 35% in size
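Stably transfected U87-MG glioma cells carrying a GRP78-based luciferase sensor; 16 h compound incubation. Luminescence end-point read 10 min after Bright-Glo addition at room temperature.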
Numbers without * were called inactive; ? = inconclusive; & = joins results of further samples. Potency is read from the fitted curve at half-maximal effect. The list is partial; count on the stated rates, not on these rows.

SMILES | GRP78 ERSR act
Cc1onc(-c2c(F)cccc2Cl)c1C(=O)N[C@@H]1C(=O)N2[C@H]1SC(C)(C)[C@H]2C(=O)O | -4%
CCNc1ncc2nc(-c3cccs3)c(=O)n(-c3ccc(OC)cc3)c2n1 | -2%
CCCc1cc2c(c(=O)o1)C(O)C1OC1C2=O (centres undefined) | -10%
COCCn1c(=O)c(-c2ccc(Cl)cc2)nc2cnc(Oc3ccc(OC)cc3)nc21 | -4%
NC(=O)c1ncn(C2OC(CO)C(O)C2O)c1N (centres undefined) | -3%&-6%
COc1cc(=O)n2c(c1C(=O)N(C)Cc1nonc1C)CCN(Cc1c(F)cccc1F)CC2 | -5%
CSCC[C@H](NC(=O)[C@H](CCC(N)=O)NC(=O)[C@H](CCCCN)NC(=O)[C@H](CCCNC(=N)N)NC(=O)[C@H](Cc1ccc(O)cc1)NC(=O)[C@H](CCCNC(=N)N)NC(=O)[C@H](CO)NC(=O)[C@H](Cc1ccc(O)cc1)NC(=O)[C@H](CO)NC(=O)[C@H](CC(=O)O)NC(=O)[C@@H](NC(=O)[C@@H](N)Cc1ccccc1)[C@@H](C)O)C(=O)N[C@@H](C)C(=O)N[C@H](C(=O)N[C@@H](CCCCN)C(=O)N[C@@H](CCCCN)C(=O)N[C@@H](Cc1ccc(O)cc1)C(=O)N[C@@H](CC(C)C)C(=O)N[C@@H](C)C(=O)N[C@@H](C)C(=O)N[C@H](C(=O)N[C@@H](CC(C)C)C(=O)NCC(=O)N[C@@H](CCCCN)C(=O)N[C@@H](CCCNC(=N)N)C(=O)N[C@@H](Cc1ccc(O)cc1)C(=O)N[C@@H](CCCCN)C(=O)N[C@@H](CCC(N)=O)C(=O)N[C@@H](CCCNC(=N)N)C(=O)N[C@H](C(=O)N[C@@H](CCCCN)C(=O)N[C@@H](CC(N)=O)C(=O)N[C@@H](CCCCN)C(N)=O)C(C)C)C(C)C)C(C)C | -5%
CCNc1ncc2nc(-c3cc(F)cc(F)c3)c(=O)n(C[C@H]3CCCO3)c2n1 | -3%
CCCC(=O)c1cc(O)c(O)cc1O | -3%
NC(CSSCC(N)C(=O)O)C(=O)O (centres undefined) | -7%&-5%
CC(=O)OCC(=O)[C@@]1(O)CC[C@@H]2[C@H]3CCC4=CC(=O)CC[C@]4(C)[C@]3(F)[C@@H](O)C[C@@]21C | -4%
O=C1c2cccc3c2[C@@H](CCC3)CN1[C@@H]1CN2CCC1CC2 | -5%
O=[N+]([O-])c1nccn1CO[C@@H](CO)[C@H](O)CO | -3%
C[C@@H]1C=CCC(=O)OC[C@H](C)C(=O)OC[C@H]2O[C@H]1C=C[C@H]2O | -3%
COc1ccccc1-c1ccnc(-n2ncc(C(=O)NCCc3cccnc3)c2C)n1 | -3%
C[C@@H](c1ccccc1)N1C(=O)[C@H]2[C@H]3[C@H](O)[C@H](O)C/C(=N/NC(=O)OCc4ccccc4)[C@@H]3CC[C@@H]2C1=O | -1%
CCc1noc(C)c1C(=O)NCCN1Cc2cc(OC)ccc2OC(CC)C1 (centres undefined) | -4%
N#Cc1cccc(-c2nc3cnc(N4CCOCC4)nc3n(C3CC3)c2=O)c1 | -3%
COc1ccc2[nH]cc(CCNc3cc(-c4cccc(C#N)c4)ncn3)c2c1 | 2%
COc1ccc(NC(=O)N2CCC3(CC2)CCN(S(C)(=O)=O)CC3)cc1 | -1%
Cc1csc(SCC(=O)N2CCOc3ccc(C(O)C4CCCCC4)cc3C2)n1 (centres undefined) | -1%
FC(F)(F)c1ccccc1-c1ccc2ncnc(N3CCOCC3)c2c1 | -4%
Cc1cccc(CN2CCc3nnc(C(C)NC(=O)C4CCOCC4)n3CC2)c1 (centres undefined) | -2%
CCN(CC)CCC[C@H](C)Nc1c2ccc(Cl)cc2nc2ccc(OC)cc12 | ?
Cn1cc(-c2nc3cnc(OCc4ccccc4)nc3n(CCC#N)c2=O)c2ccccc21 | -6%
C=CCc1cccc(C2NC(C(=O)O)CCC2C)c1 (centres undefined) | -3%
CC(NC(=O)c1cc(F)ccc1F)c1nnc2n1CCN(Cc1cccs1)CC2 (centres undefined) | 0%
CC(C)=CC1C(C(=O)O)C1(C)C (centres undefined) | -2%
O=C(Nc1cccc(F)c1)N1CCC2(CC1)CCN(C(=O)c1ccco1)CC2 | -1%
COc1cccc(Cn2c(=O)c(-c3cccs3)nc3cnc(N4CCOCC4)nc32)c1 | 0%
c1csc(CNc2nc(-c3ccoc3)nc3ccccc23)c1 | -3%
Nc1ccccc1C(=O)/C=C\c1ccc2c(c1)OCO2 | 0%
Cc1ncc2c(c1CNS(=O)(=O)N(C)C)CCN(C(=O)c1ccc(-c3ccc(F)cc3)cc1)C2 | -4%
Cc1cnc(CNc2cc(-c3cccc(C#N)c3)ncn2)cn1 | -2%
CC(=O)Nc1ccccc1-c1nc(CNC(=O)c2cccc(F)c2)c(C)o1 | -2%
C=N[C@H](C(=O)N[C@@H]1C(=O)N2[C@@H]1SC(C)(C)[C@@H]2C(=O)O)c1ccccc1 | -5%
COc1ccc(Oc2ncc3ncc(=O)n(Cc4cccs4)c3n2)cc1 | -4%
Cc1oc(-c2ccccc2NC(=O)C2CCCO2)nc1CNC(=O)c1cc(F)c(F)cc1F (centres undefined) | -5%
COc1ccc2c(c1)-c1nc(-n3ncc(C(=O)NCc4cccnc4)c3C3CC3)ncc1CC2 | -5%
Cc1nc2cnc(OCc3ccccc3)nc2n(CCC#N)c1=O | 0%
Nc1nc2[nH]cc(CCc3ccc(C(=O)NC(CCC(=O)O)C(=O)O)cc3)c2c(=O)[nH]1 (centres undefined) | -3%
Cc1nc2cnc(N3CCOCC3)nc2n(CCc2ccccc2)c1=O | -2%
COC(=O)c1ccc(-c2cccc3c2OC(CNC(=O)c2ccc4c(c2)OCCO4)C3)nc1 (centres undefined) | -3%
O=C(c1ccco1)N1CCC2(CCCN(c3cccc(-c4ccccc4)c3)C2)CC1 | -2%
CN(CCO)C(=O)c1cn(C2CCN(Cc3ccc(C(F)(F)F)cc3)CC2)nn1 | 0%
CC1(O)CC2C(CC1O)C2(C)C (centres undefined) | 6%
CC1(C)Oc2cc3c(cc2O1)OC(C)(C)O3 | -4%
COc1ccccc1CN1CCCC2(CCN(C(=O)c3cnccn3)CC2)C1 | -4%
O=C(NCCN1CCOCC1)c1cnn(-c2nccc(-c3cccs3)n2)c1C1CC1 | -4%
CCC(=O)[C@]12O[C@@]3(C4C(=O)OCCC41)N(Cc1ccccc1)C(C)=C(C(=O)OC)C(c1ccccc1)N3C2=O (some centres undefined) | -3%
O=C1CC[C@@]23/C=C/C(=O)NCCCCNCCCNC(=O)/C=C/c4ccc(c2c4)OC3C1 (some centres undefined) | -5%
O=C(NC1CCCC1)c1cn(C2CCCN(Cc3ccc4c(c3)OCCO4)C2)nn1 (centres undefined) | -5%
COC(=O)C1CCN(Cc2ccc3c(c2)CN(C(=O)c2cc4ccccc4n2C)CCO3)CC1 | -4%
NC(=O)c1ccccc1-c1nc(-n2ccnc2)c2ccccc2n1 | -3%
COc1ccc(OC)c(CN2CCC3(CCC(CNC(=O)c4ccco4)O3)CC2)c1 (centres undefined) | -3%
CNc1nc(-c2ccoc2)nc2ccccc12 | 1%
CO[C@@H]1COC(=O)[C@H](C)NC(=O)[C@@H](C)COC(=O)CCC[C@H]1C | -4%
C[C@H](C[C@H](N)C(=O)O)C(=O)O | 4%&3%
COc1ccc(C(=O)N2CCC[C@@]3(CCN(CC(C)C)C3)C2)cc1 | -2%
COc1ccccc1-n1cc(CN2CCC3(CCC(CNC(=O)c4ccccc4)O3)CC2)cn1 (centres undefined) | -6%

The list continues:
SMILES | GRP78 ERSR act
COc1ccccc1CN1CCC2(CC1)CCN(C(=O)c1c(C)noc1C)CC2 | 0%
Cc1ccccc1-c1ccc2ncnc(N3CCOCC3)c2c1 | -4%
CN(C)C(=O)c1ccc(-c2cc(Nc3ccccc3)ncn2)cc1 | 1%
O=c1cc(N2CCOCC2)oc2c1ccc1ccccc12 | -3%
C[C@H]1O[C@@H](n2cnc3c(N)ncnc32)C[C@@H]1OP(=O)(O)OP(=O)(O)OP(=O)(O)O | 2%
O=C(O)COCCN1CCN([C@@H](c2ccccc2)c2ccc(Cl)cc2)CC1 | -4%
COc1ccccc1-c1ccc2ncnc(N(C)Cc3ccco3)c2c1 | -3%
COC(=O)NC(CC(C)=O)c1cccc(C(F)(F)F)c1 (centres undefined) | -5%
CS(=O)(=O)Nc1cccc(-c2ccc3ncnc(NCc4cccnc4)c3c2)c1 | -3%
Cc1ccccc1-c1nccc(-n2ccnc2)n1 | -1%
COC(=O)/C(C)=C/CC12OC(C)(C)C3CC(C=C4C(=O)c5cc6c(c(CCC(C)(C)Cl)c5OC431)OC1(C)CCC(=C(C)C)C6C1)C2=O (centres undefined) | -4%
COC(=O)C(C(=O)OC)[C@@H]1CCCC(=O)C1 | -5%

Shown with the structure last: 14 of the compounds above.
GRP78 ERSR act	Compound
-2%	COc1ccc(C(=O)N2CCC[C@@]3(CCN(CC(C)C)C3)C2)cc1
-6%	COc1ccccc1-n1cc(CN2CCC3(CCC(CNC(=O)c4ccccc4)O3)CC2)cn1 (centres undefined)
0%	COc1ccccc1CN1CCC2(CC1)CCN(C(=O)c1c(C)noc1C)CC2
-4%	Cc1ccccc1-c1ccc2ncnc(N3CCOCC3)c2c1
1%	CN(C)C(=O)c1ccc(-c2cc(Nc3ccccc3)ncn2)cc1
-3%	O=c1cc(N2CCOCC2)oc2c1ccc1ccccc12
2%	C[C@H]1O[C@@H](n2cnc3c(N)ncnc32)C[C@@H]1OP(=O)(O)OP(=O)(O)OP(=O)(O)O
-4%	O=C(O)COCCN1CCN([C@@H](c2ccccc2)c2ccc(Cl)cc2)CC1
-3%	COc1ccccc1-c1ccc2ncnc(N(C)Cc3ccco3)c2c1
-5%	COC(=O)NC(CC(C)=O)c1cccc(C(F)(F)F)c1 (centres undefined)
-3%	CS(=O)(=O)Nc1cccc(-c2ccc3ncnc(NCc4cccnc4)c3c2)c1
-1%	Cc1ccccc1-c1nccc(-n2ccnc2)n1
-4%	COC(=O)/C(C)=C/CC12OC(C)(C)C3CC(C=C4C(=O)c5cc6c(c(CCC(C)(C)Cl)c5OC431)OC1(C)CCC(=C(C)C)C6C1)C2=O (centres undefined)
-5%	COC(=O)C(C(=O)OC)[C@@H]1CCCC(=O)C1

(further entries)
SMILES | GRP78 ERSR act
O=C(Oc1ccccc1)N1CCC2(CC1)CCN(c1cccc(-c3ccccc3)c1)CC2 | -3%
NC(=O)C1c2ccccc2CCc2ccccc21 | -3%
Cn1cc(NC(=O)c2cc(NC(=O)c3cc(NC=O)cn3C)cn2C)cc1C(=O)NCCC(=N)N | -5%
COc1cc(C)c(CN2C[C@H](Sc3nc4ccccc4[nH]3)C[C@H]2C(=O)N(C)C)cc1C | -6%
Cc1c(C(=O)NCC2(N3CCOCC3)CCCCC2)cnn1-c1nccc(-c2ccccc2F)n1 | 1%
O=C(Nc1ccccc1)N1CC[C@@]2(CCCN(C(=O)c3ccco3)C2)C1 | -1%
C=C1CC[C@H](O)C/C1=C/C=C1\CCC[C@]2(C)[C@@H]([C@H](C)CC[C@@H](O)C(C)(C)O)CC[C@@H]12 | 8%
CC1(C)C2CC[C@]1(C)[C@@H](O)C2 | -5%
CC(=O)NCCNc1cc(-c2ccccc2C(F)(F)F)ncn1 | -5%
FC(F)(F)c1ccccc1-c1ccc2ncnc(NCCN3CCOCC3)c2c1 | -4%
COc1cc(-c2coc3cc(O[C@H]4OC(CO)C(O)C(O)C4O)c(OC)c(O)c3c2=O)cc(O)c1OC (some centres undefined) | -1%
COc1ccc(CN2Cc3ccccc3OC(c3ccccc3OC)C2)c(O)c1 (centres undefined) | -4%
NS(=O)(=O)c1cc2c(cc1Cl)N[C@@H](CC1CCCC1)NS2(=O)=O | -4%
Cn1c(SCc2ccccc2)nnc1C1CCCN(Cc2cccc3ncccc23)C1 (centres undefined) | -4%
CN1CCN(c2ccnc(-c3ccoc3)n2)CC1 | 1%
CC(C)CN1CCC2(CC1)CCN(C(=O)c1cc(C(F)(F)F)cc(C(F)(F)F)c1)CC2 | -1%
CCOC(=O)CCN1C(=O)[C@H]2[C@H]3[C@H](O)[C@H](O)C/C(=N/OC/C=C(\C)CCC=C(C)C)[C@@H]3CC[C@@H]2C1=O | -2%
N#Cc1cccc(-c2nccc(-n3ccnc3)n2)c1 | 3%
OCCN1CCN(Cc2ccc3c(c2)CN(Cc2cc4ccccc4o2)CCO3)CC1 | -4%
NC(N)=NN=C(/C=C/c1ccc([N+](=O)[O-])o1)/C=C/c1ccc([N+](=O)[O-])o1 | -12%
O=C(Nc1cccc(F)c1)N1CC2(CCN(C(=O)c3cccc(F)c3)CC2)C1 | 0%
COc1ccccc1-c1cc(NCc2cnc(C)cn2)ncn1 | -3%
Cc1c(C)c2c(c(C)c1O)CC[C@@](C)(CCC[C@@H](C)CCC[C@@H](C)CCCC(C)C)O2 | -4%&-2%
CC(C)[C@H](NC(=O)[C@@H](Cc1c[nH]c2ccccc12)NC(=O)[C@H](Cc1ccc(O)cc1)NC(=O)[C@@H](N)CC(=O)O)C(=O)N[C@H](Cc1c[nH]c2ccccc12)C(=O)N[C@H](Cc1c[nH]c2ccccc12)C(=O)N[C@@H](CCCCN)C(N)=O | 0%
OC[C@@H](O)C(O)[C@H](O)[C@@H](O)CO (some centres undefined) | -1%
CN1CC[C@@]2(CCCN(S(=O)(=O)c3ccccc3)C2)C1 | -2%
N#Cc1cccc(-c2cncnc2-n2ccnc2)c1 | -4%
